Compound activity deposited in PubChem by several laboratories.
HTR2A ag: agonists of mouse serotonin 5-HT2A receptor (HTR2A); CHO-K1 mHTR2A beta-arrestin complementation, luminescence; percent of 30 µM serotonin response; AID 624169; actives 0.66% (n = 360,000); activation, % at 7.6 µM;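 active = activation above a run cutoff, the mean activation of all tested compounds plus 3 SD, cut at about 14% in these data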;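 note: 0% = plate median of compound wells and 100% = 30 µM serotonin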
PDI turbidity: inhibitors of human protein disulfide isomerase; actives 0.052% (n = 350,000); inhibition, % at 10 µM; PDI insulin aggregation turbidity, A650, 90 min;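 active = mean inhibition across replicates of 30% or more, whatever share of single replicates reach that level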;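 note: absorbance from insulin aggregation driven by PDI reduction with DTT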
Exocytosis inh: lytic granule exocytosis inhibition. actives 0.66% (n = 360,000). AID 651702. inhibition, % at 10 µM. TALL-104 LAMP-1 surface exposure, flow cytometry; cells stimulated with thapsigargin and PMA;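 active = inhibition above about 55%, limit read from the data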
H9c2 protect: myocardial damage modulation in H9c2 cells. protection from H2O2 cell death, % at 20 µM. H9c2 cardiomyocytes, H2O2 injury protection, ATPLite, 2 h. AID 588492. actives 0.63% (n = 360,000);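 active = compounds giving at least 50% protection of heart cells from peroxide-induced death in the single-dose screen, raw or plate-pattern-corrected value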;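 note: 0% = DMSO wells with peroxide and 100% = DMSO wells without peroxide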
CaV13 ICDI inh: Disruptors of the CACNA1D IQ motif to Ca2+-dependent inactivation inhibitor domain association, primary screening, Förster resonance energy transfer in intact living …. actives 0.098% (n = 340,000). HEK cells, CFP/YFP FRET ICDI-IQ, plate reader, 10 min; percent FRET-ratio fall versus neutral wells. inhibition, % at 12.3 µM. AID 743397;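 active = mean replicate inhibition of at least 30% and at least 1% of replicates passing that level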;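 note: 0% = median of the neutral control wells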
ABHD5-PLIN5 inh: ABHD5-PLIN5 protein interaction inhibition | Q00G26+Q8WTS1 | Split G. princeps luciferase complementation, luminescence, 4 h | inhibition, % at 4 µM | actives 0.78% (n = 360,000) | AID 602281;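 active = inhibition above the mean inhibition across every tested compound plus 3 SD, cut at about 22% in these data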;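 note: 0% = DMSO only wells and the 100% control is not disclosed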
Target sequence (Q00G26 whole entry, looked up): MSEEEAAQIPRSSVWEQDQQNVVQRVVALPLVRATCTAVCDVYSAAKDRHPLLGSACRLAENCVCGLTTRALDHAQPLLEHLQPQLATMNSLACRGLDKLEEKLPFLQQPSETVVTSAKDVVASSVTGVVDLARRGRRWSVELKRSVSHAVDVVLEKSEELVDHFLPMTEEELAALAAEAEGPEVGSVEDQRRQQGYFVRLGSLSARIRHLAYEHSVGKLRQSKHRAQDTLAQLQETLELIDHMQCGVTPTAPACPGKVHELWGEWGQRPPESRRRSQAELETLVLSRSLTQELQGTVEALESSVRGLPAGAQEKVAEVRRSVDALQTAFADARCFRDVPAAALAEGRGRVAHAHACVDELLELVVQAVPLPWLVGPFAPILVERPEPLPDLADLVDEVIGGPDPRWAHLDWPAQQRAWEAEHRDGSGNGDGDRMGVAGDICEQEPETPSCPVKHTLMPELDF
Target sequence (Q8WTS1 whole entry, looked up): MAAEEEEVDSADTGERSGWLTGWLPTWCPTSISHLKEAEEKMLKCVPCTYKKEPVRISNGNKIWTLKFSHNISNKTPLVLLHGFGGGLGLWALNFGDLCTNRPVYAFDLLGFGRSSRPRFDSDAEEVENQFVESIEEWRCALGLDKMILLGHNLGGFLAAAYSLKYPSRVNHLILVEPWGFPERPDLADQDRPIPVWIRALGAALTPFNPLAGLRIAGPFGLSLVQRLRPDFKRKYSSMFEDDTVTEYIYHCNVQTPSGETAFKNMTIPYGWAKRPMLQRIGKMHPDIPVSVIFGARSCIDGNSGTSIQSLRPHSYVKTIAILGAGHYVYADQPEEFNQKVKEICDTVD
ABCB6 inh 2: human ABCB6 transporter inhibition. K562-ABCB6 porphyrin accumulation, flow cytometry, 1 h; stronger effect = lower value. actives 0.19% (n = 360,000). AID 602162. Q9NP58. fluorescence ratio to DMSO, % at 10 µM;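 active = fluorescence ratio to DMSO below 75%, the collection mean minus 3 SD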;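 note: signal is porphyrin accumulated inside mitochondria; 100% equals median channel fluorescence of DMSO control wells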
MC4R antag cAMP: antagonists of human melanocortin 4 receptor (MC4R); inhibition, % at 6.5 µM; MC4R-expressing cells, MTII-stimulated cAMP, LANCE TR-FRET; P32245; actives 0.48% (n = 360,000);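 active = inhibition above its plate's cutoff, the mean of tested wells on that plate plus 3 SD, cut at about 29% in these data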;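 note: 0% = Melanotan II alone and 100% = Melanotan II plus saturating MCL0020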
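System – human MC4R-expressing U2OS cells · Also added – Melanotan II · Dosing – one concentration, 6.5 µM nominal · Timing – 30-min compound, 1-h challenge, 1-h detection, room temperature · Measured by – Eu-cAMP/anti-cAMP TR-FRET, emission 671 nm · Replicates – singlicate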
MC4R barr agon: activates human MC4R beta-arrestin recruitment; U2OS MC4R beta-arrestin complementation, luminescence; percent of melanotan II response, DMSO zero; activation, % at 8.9 µM; actives 0.98% (n = 360,000); AID 540308;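 active = activation above a per-plate cutoff, the mean activation of sample wells on that plate plus 3 SD, cut at about 8% in these data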
N-glyco inh: blocks N-linked glycosylation in D54 reporter cells. D54 ERlucT glycosylation luciferase reporter, 24 h; percent of 100 nM tunicamycin response. reporter increase, % at 12.5 µM. actives 0.23% (n = 360,000). AID 588692;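 active = mean luciferase reporter signal, scaled so untreated is 0 and the glycosylation-blocking control 100, at or above a set limit in every replicate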;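 note: luciferase carries N-glycosylation sites so blocking glycosylation raises the light; 0% = median of neutral control wells and 100% = median of 100 nM tunicamycin wells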
Starred values were filed as active, the others as inactive; · = no result given; + = active, no number. Compounds as they come, and some 4.2% of all compounds hit somewhere here.

SMILES	HTR2A ag	PDI turbidity	Exocytosis inh	H9c2 protect	CaV13 ICDI inh	ABHD5-PLIN5 inh	ABCB6 inh 2	MC4R antag cAMP	MC4R barr agon	N-glyco inh
Cc1ccc(C(=O)COC(=O)CN2C(=O)C3C4CC(C(Br)C4Br)C3C2=O)cc1 (centres undefined)	9	6	3	-3	-3	3	91	4	0.6	2
CC(=O)NC(CC(C)C)C(=O)NC(Cc1ccccc1)C(=O)CCl (centres undefined)	-1	-40	0	-15	-6	5	99	-7	-2.6	-3
O=C(CSc1nc2c(c(=O)n1-c1ccc(Cl)cc1)SCC2)N1CCOCC1	2	·	2	6	-5	4	91	8	0.6	4
CCCNC(=O)C1(C)CCN(C(=O)c2cccc(OC(F)(F)F)c2)C1 (centres undefined)	-3	-3	-8	8	-5	2	102	0	-2.1	0
COc1cc(C(=O)OCC(=O)NC2CC2)ccc1OCCC(C)C	8	-8	-2	-6	-6	2	100	-1	-1.1	1
CC(=O)C1=C(C)NC(=O)NC1c1cc(Br)ccc1OCC#N (centres undefined)	10	9	-2	5	-5	5	93	-3	0.4	1
CCc1ccc(NC(=O)C2CCN(S(=O)(=O)c3cnc[nH]3)CC2)cc1	-3	19	-7	-2	-17	3	104	-1	-1.0	4
CCOC(=O)c1cnn(-c2ccccc2)c1NC(=O)CSc1nnc(-c2cccs2)n1CC	6	-11	-3	4	·	3	102	7	-1.6	-1
COc1cc(C=O)ccc1OC(=O)c1ccncc1	2	1	2	2	-4	0	99	2	-1.3	0
Cc1noc(C)c1S(=O)(=O)N(CC(=O)NCc1ccc2c(c1)OCO2)c1ccc(C(C)C)cc1	0	-4	-10	-4	14	-3	98	7	3.2	-2

Sorted by molar mass (smallest number first): 3 of the compounds above.
SMILES	HTR2A ag	PDI turbidity	Exocytosis inh	H9c2 protect	CaV13 ICDI inh	ABHD5-PLIN5 inh	ABCB6 inh 2	MC4R antag cAMP	MC4R barr agon	N-glyco inh
COc1cc(C(=O)OCC(=O)NC2CC2)ccc1OCCC(C)C	8	-8	-2	-6	-6	2	100	-1	-1.1	1
CCCNC(=O)C1(C)CCN(C(=O)c2cccc(OC(F)(F)F)c2)C1 (centres undefined)	-3	-3	-8	8	-5	2	102	0	-2.1	0
O=C(CSc1nc2c(c(=O)n1-c1ccc(Cl)cc1)SCC2)N1CCOCC1	2	·	2	6	-5	4	91	8	0.6	4

Next section
SMILES	HTR2A ag	PDI turbidity	Exocytosis inh	H9c2 protect	CaV13 ICDI inh	ABHD5-PLIN5 inh	ABCB6 inh 2	MC4R antag cAMP	MC4R barr agon	N-glyco inh
Cc1nn(C(C)C(=O)N2CCOCC2)c(=O)c2nn(-c3ccccc3)c(C)c12 (centres undefined)	-3	-7	1	3	-3	1	100	-2	-1.5	0
COc1ccc(N2CC(C(=O)Nc3ccc([N+](=O)[O-])cc3Br)CC2=O)cc1 (centres undefined)	5	5	-3	-2	-2	3	99	2	-3.5	2
O=C(Nc1ccc(C(=O)N2CCOCC2)cc1)c1cccc(Br)c1	2	4	2	-1	-2	0	97	18	0.4	2
CCO[C@H]1OC(C(N)=O)=C[C@@H](c2ccc(Br)cc2)[C@@H]1CCCO	10	1	14	-2	-5	5	101	1	-0.5	4
CCOC(=O)[C@H]1[C@H]2COc3ccc(Br)cc3[C@H]2N2C(=O)CN(Cc3ccc(C)cc3)C(=O)[C@@]12C	10	-6	1	-1	-5	6	96	1	1.8	1
COc1ccc(Nc2ccncc2[N+](=O)[O-])cc1	-4	1	1	-2	-3	-2	98	7	-1.0	-9
Cc1cccc(NC(=O)CN2C(=O)NC(Cc3ccccc3)C2=O)c1 (centres undefined)	3	7	2	8	-1	-1	101	1	0.1	1
CC1CCC2(CC1)NC(=O)N(CC(=O)NC(=O)Nc1ccc3c(c1)OCCO3)C2=O (centres undefined)	13	1	-8	0	-15	1	109	29*	3.4	-1
CC1(CC(=O)Nc2ccccc2)NC(=S)N(c2ccccc2)N1 (centres undefined)	3	-1	2	4	0	-7	99	3	-1.0	1
O/N=C\c1ccc(-c2ccccc2)o1	3	-9	4	1	-5	-5	100	9	-1.2	2

A portion from further up, as a working copy:
SMILES	HTR2A ag	PDI turbidity	Exocytosis inh	H9c2 protect	CaV13 ICDI inh	ABHD5-PLIN5 inh	ABCB6 inh 2	MC4R antag cAMP	MC4R barr agon	N-glyco inh
COc1cc(C=O)ccc1OC(=O)c1ccncc1	2	1	2	2	-4	0	99	2	-1.3	0
Cc1noc(C)c1S(=O)(=O)N(CC(=O)NCc1ccc2c(c1)OCO2)c1ccc(C(C)C)cc1	0	-4	-10	-4	14	-3	98	7	3.2	-2
Cc1nn(C(C)C(=O)N2CCOCC2)c(=O)c2nn(-c3ccccc3)c(C)c12 (centres undefined)	-3	-7	1	3	-3	1	100	-2	-1.5	0
COc1ccc(N2CC(C(=O)Nc3ccc([N+](=O)[O-])cc3Br)CC2=O)cc1 (centres undefined)	5	5	-3	-2	-2	3	99	2	-3.5	2
O=C(Nc1ccc(C(=O)N2CCOCC2)cc1)c1cccc(Br)c1	2	4	2	-1	-2	0	97	18	0.4	2
CCO[C@H]1OC(C(N)=O)=C[C@@H](c2ccc(Br)cc2)[C@@H]1CCCO	10	1	14	-2	-5	5	101	1	-0.5	4
CCOC(=O)[C@H]1[C@H]2COc3ccc(Br)cc3[C@H]2N2C(=O)CN(Cc3ccc(C)cc3)C(=O)[C@@]12C	10	-6	1	-1	-5	6	96	1	1.8	1
COc1ccc(Nc2ccncc2[N+](=O)[O-])cc1	-4	1	1	-2	-3	-2	98	7	-1.0	-9
Cc1cccc(NC(=O)CN2C(=O)NC(Cc3ccccc3)C2=O)c1 (centres undefined)	3	7	2	8	-1	-1	101	1	0.1	1

Going on with the list.
SMILES	HTR2A ag	PDI turbidity	Exocytosis inh	H9c2 protect	CaV13 ICDI inh	ABHD5-PLIN5 inh	ABCB6 inh 2	MC4R antag cAMP	MC4R barr agon	N-glyco inh
COc1ccc(/C=N/n2cnnc2SCc2ccc(OC)cc2)cc1	-4	11	-3	-2	-5	0	92	1	0.1	-2
C=CCc1c(O)c(CC)cc2c(C)cc(=O)oc12	0	2	-1	-3	+	-15	102	2	1.6	1
CCOc1ccccc1OCC(=O)Nc1c(C)n(C)n(-c2ccccc2)c1=O	5	0	25	0	-3	-1	97	6	-1.9	1
Cc1ccccc1-c1cnc(C(O)c2cc(Cl)cc(Cl)c2)[nH]1 (centres undefined)	-7	7	-6	-9	-6	-9	93	3	1.7	-3
CC(=O)c1cccc(NC(=O)N(c2ccccc2)c2ccccc2)c1	4	11	-4	-4	-5	-1	100	1	0.8	0
O=C(CSc1n[nH]c(-c2ccccc2)n1)N1CCCC1	2	11	-2	2	-3	1	97	-4	-0.5	0
Cc1ccc(NC(NC(=O)c2cccs2)C(Cl)(Cl)Cl)cc1C (centres undefined)	-3	5	3	-35	·	-7	91	5	5.2	-4
Cc1ccccc1NC(=O)n1ncc2cc(Cl)ccc21	-4	3	-4	6	-19	-7	99	3	0.0	-2
Cc1cc2nc3c(c(=O)n2[nH]1)CCCC3	1	4	4	1	-6	0	102	16	-0.5	1
CCO[C@H]1OC(C(=O)N2CCN(Cc3ccccc3)CC2)=C[C@@H](c2cn(C(C)=O)c3ccccc23)[C@@H]1CCCO	3	1	51	37	-11	2	98	7	1.2	-1
Cc1cc(C(=O)O)c(C)n1Cc1ccncc1	6	-4	-7	0	-21	0	101	8	-3.0	1
CCn1c(SCC(=O)N/N=C(\C)c2ccncc2)nnc1-c1ccccc1	2	-4	-10	6	-4	0	95	5	0.1	-4
Cc1ccc(Cl)cc1N1CCN(C(=O)COc2ccc(S(=O)(=O)NC(C)C)cc2)CC1	-6	·	-2	-23	-5	-7	92	11	2.6	-1
COc1ccc(OC)c(NC(=O)CSc2nnc(Cc3cccn3C)n2CCc2ccccc2)c1	0	-3	1	2	-8	0	95	-1	-0.5	4
O=C(NCCCn1ccnc1)C(=O)NC1CCCCC1	3	-2	2	8	-6	-4	95	8	2.0	0
NNC(=O)CSCc1nc(-c2ccccc2)cs1	-1	3	-5	3	-4	2	96	-1	0.0	-1
C=CCn1c(SCC(=O)Nc2c(C)cccc2C)nnc1-c1cnccn1	4	13	-3	3	-3	-2	94	-1	-0.4	2
C/C(=N\NC(=O)c1ccc(Cl)cc1)c1ccc(N2CCOCC2)cc1	-5	-1	-3	0	-1	-3	95	-2	-1.8	2
CN(C)S(=O)(=O)c1ccc(N2CCCC2)c(C(=O)Nc2nc3ccc(F)cc3s2)c1	4	-7	0	-6	-3	6	97	5	-0.9	63*
CCCC(NC(=O)CCc1c(C)c2cc3c(-c4ccccc4)coc3cc2oc1=O)C(=O)O (centres undefined)	1	-1	2	4	-20	-3	97	8	-0.8	1
COc1ccc(C(=O)Nc2ccccc2C(=O)Nc2ccccn2)cc1	1	1	-4	-14	-5	-6	99	6	-0.6	0
COc1ccc(OCC(=O)Nc2ccc(N3CCC(C)CC3)cc2)cc1	0	4	-1	-13	-19	4	100	18	10*	3
C[C@H]1CN([C@@H](C)CO)S(=O)(=O)c2ccc(Br)cc2O[C@H]1CN(C)Cc1ccc(F)cc1	-2	-1	3	-2	-3	-2	98	3	4.4	-5
COc1ccc(CCNC(=O)Nc2ccc3c(c2)c(=O)n(C)n3C)cc1OC	-3	1	5	-3	-5	3	98	1	1.3	2
O=C(N/N=C/c1ccc(-c2ccccc2C(=O)O)o1)c1cccs1	-1	-2	4	5	-4	1	98	-2	-1.9	1
CCOc1cc(N2CCOCC2)c(OCC)cc1NC(=O)c1ccc(OC)cc1	1	-1	1	11	6	-8	97	15	-0.7	-3
CCn1ncc([N+](=O)[O-])c1C(=O)Nc1cc(C)on1	1	3	3	-1	-3	0	102	-1	-1.3	1
O=C(CSc1nnnn1-c1ccccc1)Nc1ncc2c(n1)CC(c1ccccc1)CC2=O (centres undefined)	5	-4	-2	-1	-3	2	99	-3	-1.6	0
C/C(CC(=O)Nc1cccc(C(F)(F)F)c1)=N\NC(=O)Cc1ccccc1	-3	-2	1	-7	-5	7	98	-4	-1.1	3
CCc1cccc(CC)c1NC(=O)/C(C#N)=C/c1ccccc1C(F)(F)F	4	8	40	-5	-6	19	102	16	0.3	69*
COc1ccccc1NC(=O)c1ccc(NC(=O)COC(=O)c2ccc(O)cc2)cc1	-9	-8	2	11	-6	-1	93	21	0.2	-1
Cc1ccc(N(CCCCN2C(=O)c3ccccc3C2=O)C(=O)c2cccs2)cc1	-1	4	6	-12	-2	3	94	4	-0.1	2
CCN(CCn1cccn1)C(=O)c1cc(COc2cccc3cccnc23)on1	-3	1	-4	9	-5	-7	97	2	0.5	2
O=[N+]([O-])c1cc(C(F)(F)F)ccc1N1CCC(O)CC1	2	1	11	-3	-5	1	99	5	-3.7	0
Cn1cc(CN2CCCC(CNC(=O)c3ccc4c(c3)OCO4)C2)c2ccccc21 (centres undefined)	2	9	9	-2	-2	0	95	20	-0.7	1
O=C(c1ccccc1)c1ccc(Oc2ncccn2)cc1	-1	-14	-2	7	-8	3	94	8	0.1	-1
O=C(Nc1ccncc1)Nc1cc(Cl)ccc1Cl	-6	-5	3	-4	-7	-2	99	-3	-0.4	1
